USP2a block – qHTS Assay for Inhibitors of Ubiquitin-specific Protease USP2a Using CHOP2 as the Reporter. Ubiquitin carboxyl-terminal hydrolase 2 (Homo sapiens), O75604. USP2 core, Ub-CHOP2 coupled fluorogenic reporter, 485/531. Potency, µM (doses to about 38.3 µM), without a hit: at the top dose activity change, negative = inhibition, actives largely listed as inhibitors. actives 0.01% (n = 330,000). AID 463254, 2010;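 further: potency means the concentration at half of the fitted maximal effect; plate controls were DMSO wells for no effect and full inhibition by NEM control for full effect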
Target sequence (O75604 whole entry, looked up): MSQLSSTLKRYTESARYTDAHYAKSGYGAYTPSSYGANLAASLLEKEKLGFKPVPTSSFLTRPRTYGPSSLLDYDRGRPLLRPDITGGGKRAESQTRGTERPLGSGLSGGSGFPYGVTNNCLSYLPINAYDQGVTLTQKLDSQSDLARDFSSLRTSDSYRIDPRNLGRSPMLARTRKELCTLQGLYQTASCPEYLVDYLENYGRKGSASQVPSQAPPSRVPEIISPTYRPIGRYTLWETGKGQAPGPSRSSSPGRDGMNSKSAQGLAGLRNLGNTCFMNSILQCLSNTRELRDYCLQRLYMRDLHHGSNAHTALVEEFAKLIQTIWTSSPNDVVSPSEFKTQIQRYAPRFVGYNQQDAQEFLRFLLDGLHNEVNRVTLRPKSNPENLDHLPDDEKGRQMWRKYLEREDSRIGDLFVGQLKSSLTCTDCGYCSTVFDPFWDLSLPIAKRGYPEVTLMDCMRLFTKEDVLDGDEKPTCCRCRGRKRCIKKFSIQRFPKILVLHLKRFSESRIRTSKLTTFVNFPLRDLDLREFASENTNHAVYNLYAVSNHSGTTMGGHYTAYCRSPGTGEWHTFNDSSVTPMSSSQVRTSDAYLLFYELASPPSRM
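USP2 core (10nM final) preincubated 30min RT with compound in 20mM Tris-HCl pH 8.0, 2mM CaCl2, 2mM beta-mercaptoethanol, 0.05% CHAPS; 25nM Ub-CHOP2 plus 25nM reporter substrate added, fluorescence (Ex485/Em531) read after 60min.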
KCNH2 3.1 block – qHTS for Inhibitors of KCHN2 3.1: Mutant qHTS; activity change, % (tested at about 1.8 µM); actives 0.95% (n = 340,000); AID 720553, 2013; U2OS KCNH2 3.1, thallium flux FluxOr; stronger effect = lower value; Potassium voltage-gated channel subfamily H member 2, brain isoform KCNH2 3.1 (human);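 active means maximum activity change below -70%; inconclusive means maximum activity change from -70% to -50%; inactive means maximum activity change above -50%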;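 further: thallium influx rate constant from kinetic fluorescence after stimulation buffer; on the % scale 0 is the no-effect control and ±100 the full control effect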
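Thallium flux read-out: FluxOr dye with Red40 quencher in HBSS/HEPES, 45 min at RT. Rate constants from kinetic reads were normalized to positive and negative DMSO controls. Cells: U2OS virally expressing the 3.1 isoform.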
hERG WT inh – qHTS for Inhibitors of KCHN2 3.1: Wildtype qHTS; U2OS, BacMam KCNH2, thallium flux FluxOr; stronger effect = lower value; activity change, % at 1.84 µM; actives 0.37% (n = 340,000); AID 720551, 2013;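 active means maximum activity change below -70%; inconclusive means maximum activity change between -70% and -50%; inactive means maximum activity change above -50%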; further: on the % scale 0 is the no-effect control and ±100 the full control effect
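U2OS cells transduced with wild-type KCNH2 virus are loaded with FluxOr dye for 45 min, and thallium flux is measured in kinetic reads before and after stimulation buffer. Rate constants are normalized to DMSO controls.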
A-T KAP1 phos – qHTS Assay for Identifying a Potential Treatment of Ataxia-Telangiectasia | […] A-T fibroblasts, KAP-1 phosphorylation AlphaLISA; neocarzinostatin DNA damage 30 min before lysis | Potency, µM (titrated, usually from 57.5 µM), for inactives: at the highest dose activation, usual class: activators | actives 0.19% (n = 320,000); further: potency means the concentration at half of the fitted maximal effect; % of control where 0% means no effect; nearly all actives have a fitted effect of over 45% in size
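ATM-like activity read as KAP-1 phosphorylation via AlphaLISA donor/acceptor antibody pairs after lysis and 6 hr at 25C. Cells were ATM-null patient fibroblasts ([…], hTERT), dosed 60 min, then exposed to the DSB inducer NCS for 30 min.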
ELG1 DNA repair – qHTS screen for small molecules that inhibit ELG1-dependent DNA repair in human embryonic kidney (HEK293T) cells expressing luciferase-tagged ELG1 | Potency, µM (series often up to 46.1 µM), for the others: top-dose activity change, negative = inhibition, usual class: inhibitors | AID 504467, 2011 | actives 2.3% (n = 330,000) | HEK293T ELG1-luciferase reporter, luminescence, 16 h; DNA damage induced by 5-fluorouridine; further: potency means the concentration at half of the fitted maximal effect; on the % scale 0 is the no-effect control and ±100 the full control effect; nearly all actives have a fitted effect of over 55% in size
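HEK293T cells expressing luciferase-tagged ELG1 (2,000/well) received 5-Fluorouridine plus compound or DMSO for 16 hr at 37 °C. Luciferase was read by ONE-Glo luminescence after 30 min at room temperature.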
Mito fusion act – qHTS Assay for Small Molecule Inhibitors of Mitochondrial Division or Activators of Mitochondrial Fusion; S. cerevisiae fusion-defective mutant growth rescue, CellTiterGlo 48 h; Potency, µM (titrated, usually from 46.1 µM), for the others: at the highest dose growth rescue (activation), hits mostly activators; actives 0.23% (n = 320,000); AID 485298, 2010;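 further: potency means the concentration at half of the fitted maximal effect; % of control where 0% means no effect; nearly all actives have a fitted effect of over 45% in size; temperature-sensitive fusion mutants such as fzo1-1 at 37 °C on non-fermentable ethanol glycerol medium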
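Temperature-sensitive fusion-defective S. cerevisiae (e.g. fzo1-1, mgm1-5) were grown with compound in YPEG medium (3% ethanol, 3% glycerol) for 48 hours at 37C. Growth rescue was measured as viability by CellTiterGlo luminescence after 10 minutes at ambient.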
TCR act – Activators of T cell receptors: qHTS campaign; primary human leukocytes, anti-CD3, IL-2 HTRF, 48 h; Potency, µM (doses to about 9.22 µM), for the others: at the top dose activation of IL-2 secretion, usual class: activators; 330,000 tested, under 10 active; AID 504894, 2011; further: % of control where 0% means no effect
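IL-2 release read by HTRF sandwich (Eu cryptate donor, d2 acceptor, 665 nm emission) after 48 hr exposure of primary human leukocytes to compound together with anti-CD3 beads in the absence of co-stimulatory signals.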
TRPV1 ag – HTS Assay for Compounds that Act as Agonists of the Vanilloid Receptor 1. Transient receptor potential cation channel subfamily V member 1 (Homo sapiens), Q8NER1. TRPV1-expressing cells, Fluo-8 calcium influx, agonist mode. activation, % at 8.33 µM. actives 0.19% (n = 320,000). AID 540275, 2011; in the data active means activation above about 80%; inconclusive means between about 30% and that limit; further: 0% is about no effect
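Cells expressing TRPV1 were dye-loaded with Fluo-8 and read kinetically: 10 s baseline, 3 min after compound (agonist portion), then 2 min after EC20 capsaicin (allosteric enhancer portion). Calcium-bound dye fluorescence at 480/520 nm.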
TSHR antagonist – Antagonists of the Thyroid Stimulating Hormone Receptor: HTS campaign; activity change, negative = inhibition, % at 11.5 µM; Thyrotropin receptor (Homo sapiens), P16473; AID 504810, 2011; TSHR-expressing cells, TSH-stimulated cAMP HTRF, 2 h; stronger effect = lower value; actives 0.2% (n = 330,000);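 active means activity change below a set negative limit, meaning inhibition stronger than a set level, cut at about -70% in these data; inconclusive means activity change between two set negative limits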; further: on the % scale 0 is the no-effect control and ±100 the full control effect
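Cell-based HTRF cAMP assay; TSHR cells + compound, TSH EC80 (4nM final), 2 h, 37 deg C. Lysis with anti-cAMP cryptate and cAMP-d2, 30 min RT, read 665/620 nm.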
Eya2 phos inh – qHTS Assay for Inhibitors of the Phosphatase Activity of Eya2. Protein phosphatase EYA2 (Homo sapiens), O00167. recombinant Eya2, OMFP fluorescence dephosphorylation (OMFP is methylfluorescein phosphate). Potency, µM (titrated, usually from 76.9 µM), inactives show at the top dose activity, negative = inhibition, most hits filed as inhibitors. actives 0.006% (n = 330,000). AID 488837, 2010; further: potency means the concentration at half of the fitted maximal effect; on the % scale 0 is the no-effect control and ±100 the full control effect
Target sequence (O00167 whole entry, looked up): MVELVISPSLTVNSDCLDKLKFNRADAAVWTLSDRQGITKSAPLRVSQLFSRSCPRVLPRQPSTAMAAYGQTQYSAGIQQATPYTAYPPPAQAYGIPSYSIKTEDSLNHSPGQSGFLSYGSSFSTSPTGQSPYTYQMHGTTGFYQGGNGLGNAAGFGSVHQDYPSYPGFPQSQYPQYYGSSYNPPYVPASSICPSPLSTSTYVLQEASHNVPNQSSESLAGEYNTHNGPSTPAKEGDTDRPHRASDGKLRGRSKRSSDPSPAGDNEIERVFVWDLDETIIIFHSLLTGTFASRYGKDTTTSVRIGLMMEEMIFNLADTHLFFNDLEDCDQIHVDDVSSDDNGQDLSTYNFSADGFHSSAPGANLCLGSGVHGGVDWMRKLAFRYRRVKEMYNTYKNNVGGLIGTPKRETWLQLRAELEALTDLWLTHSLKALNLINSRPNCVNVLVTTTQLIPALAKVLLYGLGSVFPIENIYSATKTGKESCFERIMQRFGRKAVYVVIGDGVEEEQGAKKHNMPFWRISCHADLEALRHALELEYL
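Eya2 (0.2 uM) preincubated 10 min at ambient with compound, then OMFP substrate added at 50 uM; 10 min reaction in 50 mM HEPES pH 7.5, 50 mM NaCl, 5 uM MgCl2, 0.05% BSA, 1 mM DTT. Fluorescence read at Ex 485/Em 525 nm.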
An asterisk follows results filed as active; u = inconclusive; x = no result given; [ ] = remark or other dose. Unless noted, the call rests on the fitted dose curve; in most records, active means well fitted curve in the direction sought with a large enough effect; inconclusive means small, poorly fitted or top-dose-only effect, or another doubt; inactive means no such curve, though single readings can be large; an effect the other way counts as inactive or inconclusive.

SMILES	USP2a block	KCNH2 3.1 block	hERG WT inh	A-T KAP1 phos	ELG1 DNA repair	Mito fusion act	TCR act	TRPV1 ag	TSHR antagonist	Eya2 phos inh
O=C(Nc1ccc2c(c1)CCCN2C(=O)c1cccs1)c1cccc(F)c1	-2%	14	0	0%	u	u	-16%	u	3	-1%
Cc1cc(NC(=O)Cn2cnc3c(nnn3-c3cccc(F)c3)c2=O)no1	0%	15	6	2%	1%	-5%	-9%	0	18	-4%
c1ccc(-c2n[nH]c(-c3ccccn3)n2)cc1	-2%	28	3	0%	u	-1%	-1%	1	27	5%
Cc1oc2c(O)c(O)ccc2c(=O)c1-c1cnn(-c2ccccc2)c1	-1%	2	-1	7%	u	6%	1%	-2	-2	-1%
CCCOc1ccc(-c2nc(C#N)c(NCC3CCCO3)o2)cc1 (configuration not stated)	0%	6	3	-1%	-15%	0%	-1%	13	-12	-23%
CC(=O)c1ccc(N2CCN(C(=O)C3CCCN(S(=O)(=O)c4c(C)[nH]c(=O)[nH]c4=O)C3)CC2)cc1 (configuration not stated)	0%	5	2	3%	11%	2%	5%	1	5	5%
O=C1C(Cc2cccc([N+](=O)[O-])c2)SC(=Nc2ccccc2)N1c1ccccc1 (configuration not stated)	2%	-16	-2	4%	-19%	11%	1%[46.1 µM]	8	-3	1%
CC(C)(C)c1ccc(NC(=O)NC2CCCc3ccccc32)cc1 (configuration not stated)	-3%	-36	-6	3%	-11%	-6%	2%	-5	-26	-6%
CCOC(=O)c1c(CN2CCN(CC#N)CC2)n(C)c2cc(Br)c(OC)cc12	-3%	-12	-2	-7%	-13%	-13%	-2%	9	-1	-13%
COc1cc(NC(=O)c2ccc(C(=O)c3ccccc3)cc2)cc(OC)c1OC	-3%	-7	7	u	u	5%	-1%	0	31	9%
CC1Cc2ccccc2N1C(=O)COC(=O)Cn1nnc(-c2ccccc2)n1 (configuration not stated)	2%	3	4	0%	14%	-1%	10%	10	15	-10%
CC(OC(=O)c1ccc(-n2cnnn2)cc1)C(=O)Nc1ccccc1[N+](=O)[O-] (configuration not stated)	-2%	-4	-7	-1%	-18%	1%	x	1	-14	14%
O=C(OCCN1CCOCC1)c1ccc(O)cc1	-2%	7	-1	u	-16%	2%	2%	0	-5	2%
O=C1C2ON(c3ccccc3)C(c3ccccn3)C2C(=O)N1c1ccc(Br)cc1 (configuration not stated)	0%	1	-8	x	u	5%	0%	3	19	2%
Cc1ccc(S(=O)(=O)Nc2ccc(Cl)cn2)cc1	0%	-1	1	4%	-6%	8%	x	0	-18	-3%
CCOC(=O)c1c(NC(=O)CN2C(=O)NC3(CCC(C)CC3)C2=O)sc(C(=O)N(C)C)c1C (configuration not stated)	-1%	1	0	2%	-26%	-6%	1%	-3	10	4%
O=C(NCCc1ccccc1Cl)C1CCC(=O)N(C2CCCCCC2)C1 (configuration not stated)	3%	9	-2	2%	u	-10%	3%	4	7	-3%
COc1ccc(OCCC(=O)NC2CCCCC2)cc1	2%	-23	-5	-8%	10%	-1%	-6%	4	8	14%
Cn1c(=O)n(CCN2CCOCC2)c(=O)c2c1nc1n2CCN1c1ccc(Oc2ccccc2)cc1	0%	-6	1	-5%	-7%	10%	1%	0	-19	-12%
COCCN(C(=O)CSCc1ccc(C)cc1)c1c(N)n(CC(C)C)c(=O)[nH]c1=O	2%	7	5	-4%	10%	-1%	-2%	4	10	22%
c1ccc(-n2nnnc2Sc2n[nH]c(-c3ccncc3)n2)cc1	2%	-189*	-200*	0%	9%	3%	1%	0	-6	-19%
COCCNC(C)C(=O)C12CC3CC(CC(C3)C1)C2 (configuration not stated)	1%	-11	3	7%	9%	-2%	-38%	5	0	-6%
COc1ccc(Br)cc1CNC(=O)CCC(=O)n1nc(C)c2ccccc21	3%	-2	-1	-18%	2%	-2%	2%	-1	-1	4%
Cc1nn(C)c(C)c1Sc1ccc(Br)cc1	1%	2	0	1%	u	-3%	-3%	-1	-13	2%
O=C(N/N=C/c1ccoc1)c1ccc([N+](=O)[O-])cc1	3%	-26	11	17%	-2%	2%	0%	17	5	0%
Later entries.
SMILES	USP2a block	KCNH2 3.1 block	hERG WT inh	A-T KAP1 phos	ELG1 DNA repair	Mito fusion act	TCR act	TRPV1 ag	TSHR antagonist	Eya2 phos inh
CCOc1ccc(Br)cc1S(=O)(=O)Nc1ccc(Cl)c(S(=O)(=O)N(CC)c2ccccc2)c1	-10%	-7	-6	2%	-9%	-1%	8%	2	u	-27%
N#C/C(=C\c1cccc(Cl)c1)C(=O)c1ccccc1	5%	15	-2	1%	-2%	-6%	0%	1	-10	21%
O=C(NNC(=S)NC(=O)c1ccc(Br)cc1)c1ccc([N+](=O)[O-])cc1	-3%	-14	-13	6%	0%	1%	x	-3	28	12%
CC(C)(C)c1ccc(/C=C(\C#N)C(=O)NCCN2CCOCC2)cc1	0%	-3	-2	-1%	-11%	0%	-6%	u	14	8%
COc1ccc(CC(=O)OCC(=O)Nc2ccc(Cl)cn2)cc1	-1%	-2	-7	x	11%	-1%	-1%	-10	-16	-9%
CCCCc1cc(=O)oc2cc(OCC(=O)N3CCC(C(N)=O)CC3)ccc12	-1%	-8	-12	-8%	-4%	-1%	1%	3	0	-21%
O=C(N/N=C/c1ccccn1)c1sc2ccccc2c1Cl	-6%	-7	-11	9%	u	1%	8%	x	9	-6%
CCOC(=O)N1CCC(NC(=O)c2cccc3c2C(=O)N(c2ccc(OC)cc2)C3)CC1	-9%	-4	-10	-1%	u	4%	-6%	4	-12	1%
CCOC(=O)c1c(N)c(C#N)c2n1CCCCC2	0%	-2	7	2%	11%	7%	4%	0	-9	-23%
CCCCC(=O)NC(NC(=S)N1CCCCCC1)C(Cl)(Cl)Cl (configuration not stated)	0%	-4	-8	-8%	-5%	-5%	-3%[46.1 µM]	u	-4	-1%
C[C@@H]1COC(=O)[C@H](NC(=O)OCC2c3ccccc3-c3ccccc32)C/C=C\C[C@@H](CC(=O)N[C@@H](CO)Cc2ccccc2)C(=O)N1	-2%	-19	-1	0%	-19%	x	10%	x	3	-25%
CCOC(=O)c1cc2c(n(-c3ccc(C)cc3)c1=O)CCCC2=O	2%	-10	8	-16%	25%	1%	-2%	0	3	-9%
CCc1ccc([C@@H]2CC=C(C(=O)O)[C@H](c3ccc(C(C)(C)C)cc3)N2S(=O)(=O)c2ccc(C)cc2)cc1	u	x	2	27%	u	x	-11%	x	-23	-28%
CCOC(=O)C1(Cc2cccc(OC)c2)CCCN(C(=O)c2ccccc2C)C1 (configuration not stated)	-5%	7	-2	u	u	12%	5%	9	-7	-20%
CCC(C(=O)N(C(C)C)C(C)C)c1ccccc1 (configuration not stated)	0%	-146*	-2	9%	18%	-4%	11%	0	12	1%
CCCN(CC(=O)Nc1ccccc1OC)C(=O)CSC(=S)N1CCCC1	2%	0	-1	-1%	-1%	2%	-1%	7	9	11%
Cc1ccc(-n2[nH]c(C)c(C=Nc3cc(C)ccn3)c2=O)cc1	2%	-16	-4	10%	7%	-8%	-5%	1	-4	5%
COc1ccc([N+](=O)[O-])cc1NC(=O)COC(=O)c1ccc(O)cc1	0%	30	-7	-1%	-7%	1%	3%	0	4	-6%
COc1ccc(C(C)=O)cc1CSc1nnc(-c2ccccc2O)n1-c1ccccc1	2%	-10	-3	15%	u	24%	-4%	7	-19	-8%
N#Cc1c(N)n(CCCN2CCOCC2)c2nc3ccccc3nc12	-1%	11	12	15%	u	-1%	-2%	-1	-19	17%
Cc1cccc(-n2cc(CN3CCN(c4ccccn4)CC3)c(-c3cccc(F)c3)n2)c1	1%	-2	25	-1%	-10%	24%	6%	-3	-2	-2%
O=C(CCN1C(=O)/C(=C\c2ccccc2)SC1=S)NCCCN1CCOCC1	-1%	29	3	-2%	u	u	-1%	0	37	-4%

Arranged by the number under TCR act (low to high): 3 of the compounds above
canonical_smiles	TCR act
COc1ccc(C(C)=O)cc1CSc1nnc(-c2ccccc2O)n1-c1ccccc1	-4%
COc1ccc(CC(=O)OCC(=O)Nc2ccc(Cl)cn2)cc1	-1%
COc1ccc([N+](=O)[O-])cc1NC(=O)COC(=O)c1ccc(O)cc1	3%

These rows are one share of the data, so the mix of outcomes need not match the whole.
